TAG inh: triacylglycerol accumulation inhibition. H9c2 cells, Nile Red lipid (TAG) fluorescence; cells loaded with 200 µM oleic acid. inhibition, % at 12.5 µM. 0.66% of 230,000 active;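 active = pattern-corrected inhibition of lipid staining of at least 50% with the nuclear-stain viability signal not falling by more than 50%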;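 also: 0% = DMSO wells and 100% = triacsin C control wells; some results filed as inactive read as strong as hits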
TAG inh DAPI viability: recorded beside TAG inh, whose call it bears; DAPI nuclei signal change (viability), lower = more cytotoxic, %;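 whole-well DAPI fluorescence read on a plate reader as a viability signal; minus 50 percent equals half of cells still viable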
* = called active by the depositor; & = joins results of further samples. Only part of the results is shown; the hit share may differ from the screen's.

SMILES	TAG inh	TAG inh DAPI viability
CCOc1ccc(CN2CCN(Cc3cccc4nonc34)CC2CCO)cc1 (stereo unspecified)	-4.6	11.2
COc1ccc(CN(C)C(=O)COC(=O)c2c(-c3ccccc3Cl)noc2C)cc1	-10.9	-5.6
COc1cccc(NC(=O)C(OC(=O)c2ccc([N+](=O)[O-])o2)c2ccccc2)c1 (stereo unspecified)	-3.2	1.2
CSc1nnc(NC(=O)c2cccc(S(=O)(=O)N3CCOCC3)c2)s1	13.7	25.1
Cc1cc(=O)[nH]c(N2CCCC2)n1	6.2	2.4
Cc1ccc(Oc2ccc(Cl)cc2NC(=O)c2ccc(F)cc2F)cc1	-13.4	-1.6
O=C1CCC(C(=O)OCc2cc(Cl)ccc2OC(F)F)N1 (stereo unspecified)	3.2	-13.8
COc1ccc(NC(=S)Nc2ccccc2Cl)cn1	10.5	7.0
Cc1ccc(NC(=O)c2cccc(S(=O)(=O)N(C)C3CCCCC3)c2)nc1	-25.2	-7.4
CCOC(=O)c1nc(NCc2ccccc2)c2ccccc2n1	4.7	4.1
CCOc1ccc(C(=O)NC2CCN(C(=S)Nc3ccccc3C)CC2)cc1	-25.0	15.7
CC1=C(C(=O)N2CCOCC2)CC(CC(=O)NCCCCc2ccccc2)C(=O)N1Cc1ccc(C(C)(C)C)cc1 (stereo unspecified)	29.8	-22.0
Cc1cc(-c2nc3ncccc3o2)ccc1NC(=O)CC(C)C	-12.4	6.7
O=C(O)CCn1nnc2ccccc21	1.7	3.0
Cc1cc(=O)[nH]n(CCO)c1=O	-13.5	3.9
COc1cccc(NC(=O)CSc2ccc(-c3sc(C)nc3C)nn2)c1	-5.0	1.7
Cc1ccccc1N1C(=O)CC(c2c[nH]c3ccccc23)C1=O (stereo unspecified)	0.2	-3.0
CCN(C(=O)CSc1nnc(Nc2ccccc2)s1)C1CCS(=O)(=O)C1 (stereo unspecified)	-12.3	5.3
COCCCNC1=C(C#N)C(=O)NC(c2cccc([N+](=O)[O-])c2)S1 (stereo unspecified)	3.9	-3.0
Cc1c(-c2ccccc2)sc(Br)c1C(=O)N1CCOCC1	4.5	-7.0
O=S(=O)(Nc1nc2ccccc2nc1NCc1ccco1)c1cccs1	-14.5	4.5
O=C(c1c(F)cccc1F)N1CCCC1	-6.9	6.6
NC(=S)N/N=C/c1coc2ccc(O)cc2c1=O	-0.8	2.5
Nc1ccc(O)c2c(=O)cc(-c3ccccc3Cl)oc12	14.7	1.0
O=C(Nc1ccc2oc(-c3ccccc3)nc2c1)c1cc(-n2cnnc2)ccc1Cl	-1.1	1.5
Other compounds follow.
SMILES	TAG inh	TAG inh DAPI viability
COC(=O)C1=NN[C@H](C(=O)OC(C)(C)C)[C@H]1c1ccccc1	-4.2	9.6
CCC(C)c1nc2c(c(N3CCC3=O)c1-c1ccccc1)CCCC2 (stereo unspecified)	11.0	-0.7
CC(C)(C)NC(=O)COC(=O)c1cc(F)c(F)cc1Cl	-13.3	3.8
COc1ccccc1-n1nc(C)c(-c2ccccc2)c1N	-1.2	12.6
Brc1cccc(/C=N\n2cnnc2)c1	0.9	6.8
Cc1ccc(S(=O)(=O)N2CCC(NC(=O)c3ccccc3)CC2)cc1	-10.3	9.2
N#Cc1ccccc1/C=N/Nc1nc(-c2ccccc2)c2cc(Br)ccc2n1	13.0	-5.1
CC(=O)N/N=C(\N)c1nonc1N	1.9	12.5
CCCN(C(=O)C(C)Oc1cccc(Cl)c1)c1c(N)n(Cc2ccccc2)c(=O)[nH]c1=O (stereo unspecified)	8.0	-8.2
O=C(N/C(=C/c1cccs1)C(=O)N1CCOCC1)c1ccccc1	-7.5	10.8
CCOc1ccc(OCCCC(=O)NCCOc2ccccc2OC)cc1	2.9	-5.0
Cc1ccc(NC(=O)CN2CCCC2)cc1	7.2	7.0
O=C(COC(=O)/C=C/c1ccccc1)NNC(=O)c1ccccc1F	10.4	3.3
CC(C)[C@H](NC(=O)c1ccccc1F)C(=O)OCC(=O)Nc1sccc1C(N)=O	-26.5	-0.2
COc1cccc(N=CC=C2OC(C)(C)C(C)(C)O2)c1	6.4	-7.7
CCN(Cc1ccc(O)cc1)CC1CCCN(CCc2cccc(F)c2)C1 (stereo unspecified)	-3.2	5.3
CCN1CCCC1CNC(=O)C1c2ccccc2C(=O)N(CCOC)C1c1ccc(F)cc1 (stereo unspecified)	13.5	-7.8
O=C(c1ccncc1)N1CCN(S(=O)(=O)c2ccccc2Br)CC1	13.1	-7.4
C[C@@H]1CN([C@H](C)CO)C(=O)CCCn2nncc2CO[C@@H]1CN(C)C(=O)CCC(F)(F)F	21.1	-9.8
CC(C)NCC(O)COC1C2CC3CC(C2)CC1C3 (stereo unspecified)	-2.0	2.6
Cc1cc(S(=O)(=O)NCCCN2CCOCC2)c(C)cc1Cl	13.7	1.2
COc1ccc(CNC(=O)C(=O)NCC2OCCN2S(=O)(=O)c2ccc(F)cc2)cc1 (stereo unspecified)	19.8	3.8
COc1ccc(OC)c(CC(=O)Nc2cc(S(=O)(=O)N3CCCCC3)ccc2C)c1	3.0	-2.7
Cc1nnc(SCCCN2C(=O)c3ccccc3C2=O)o1	8.6	-7.0
O=C(Nc1ccn(CCCN2CCN(c3ncccn3)CC2)c(=O)n1)OCc1ccccc1	7.0	1.8

A different layout for some results above.
SMILES | TAG inh | TAG inh DAPI viability
O=C(c1ccncc1)N1CCN(S(=O)(=O)c2ccccc2Br)CC1 | 13.1 | -7.4
COc1ccc(OC)c(CC(=O)Nc2cc(S(=O)(=O)N3CCCCC3)ccc2C)c1 | 3.0 | -2.7
O=C(N/C(=C/c1cccs1)C(=O)N1CCOCC1)c1ccccc1 | -7.5 | 10.8
CCN1CCCC1CNC(=O)C1c2ccccc2C(=O)N(CCOC)C1c1ccc(F)cc1 (stereo unspecified) | 13.5 | -7.8
CC(C)(C)NC(=O)COC(=O)c1cc(F)c(F)cc1Cl | -13.3 | 3.8
CCC(C)c1nc2c(c(N3CCC3=O)c1-c1ccccc1)CCCC2 (stereo unspecified) | 11.0 | -0.7

(listing goes on)
SMILES	TAG inh	TAG inh DAPI viability
O=C(N/N=C/c1cccnc1)c1[nH]ncc1Br	-1.7	4.6
COc1ccc(/C=N/N(Cc2ccccc2)c2ccccc2)cc1O	-6.2	-10.6
Cc1cc(C)c(NC(=O)CN2CCN(c3ccccn3)CC2)c(C)c1	-3.2	-0.6
CCSc1nc2cc(S(=O)(=O)N3CCOCC3)ccc2o1	-10.4	11.0
NS(=O)(=O)c1ccc(CCNC(=O)C(=O)NCC2OCCN2S(=O)(=O)c2cc(F)ccc2F)cc1 (stereo unspecified)	2.4	2.4
NS(=O)(=O)c1ccc(CCNC(=O)CN2C(=O)NC(c3ccccc3)(c3ccccc3)C2=O)cc1	1.0	-0.6
COCC(=O)Nc1nnc(Cc2ccc(OC)cc2)s1	-18.0	2.3
c1cncc(CNc2ncnc3sc4c(c23)CCCC4)c1	-12.1	7.8
Cc1ccc(O)c([C@H](CCN(C(C)C)C(C)C)c2ccccc2)c1	34.6&14.7	-16.1&-3.7
COc1ccc(N(CC(=O)NCc2ccco2)S(=O)(=O)c2c(C)nn(C)c2C)cc1	13.8	-2.0
Cc1nn(-c2ccccc2)c2c1CC(=O)Nc1ccccc1-2	73.9*	-28.5*
O=C(CN1C(=O)CCC1=O)NC(=O)NC1CCCC1	-28.6	12.0
O=c1c2ccccc2c2ccccc2c(=O)n1Cc1ccco1	4.1	-10.9
Cc1ccc(C)c(N2N=C(C(=O)Nc3ccc(N4CCOCC4)cc3)CCC2=O)c1	-12.3	-6.8
CC1CCN(C2CC(=O)N(c3ccc(Br)cc3Br)C2=O)CC1 (stereo unspecified)	9.9	-3.0
O=C(Nc1cccc(-c2nc3ccccc3s2)c1)C1=COCCO1	3.1	0.6
O=C(NCCO)C1(c2ccccc2)CCCC1	-1.4	0.8
CCc1ccc[n+](-c2nc3ccccc3nc2C(=C=[N-])C#N)c1	7.1	-3.7
O=C(CN1C(=O)c2cccc3cccc1c23)N1CCN(c2ccc(F)cc2)CC1	-1.7	6.4
CC(C)(Oc1ccc(F)cc1)C(=O)OCC(=O)c1ccc(S(C)(=O)=O)cc1	-3.3	0.4
COC(=O)[C@]1(CC(C)C)N[C@H](c2ccc(-c3ccccc3)cc2)[C@@H]2C(=O)N(C)C(=O)[C@@H]21	44.7	4.3
O=C(COC(=O)CNC(=O)C1CCCCC1)Nc1ccc(Br)cc1Br	-6.2	-4.8
CC(C)CC(=O)N1CCC(O)(CS(=O)(=O)Cc2ccccc2)CC1	-12.7	-0.9
CCOC(=O)c1ccc2c(c1)n(CCCS(=O)(=O)[O-])c(/C=C/c1ccc(Cl)cc1)[n+]2CC	7.1	-2.7
CCN(CC)S(=O)(=O)c1ccc(N2CCOCC2)c(NC(=O)COc2ccccc2)c1	22.5	-13.5

Of the compounds above, these have bromine:
SMILES	TAG inh	TAG inh DAPI viability
Cc1c(-c2ccccc2)sc(Br)c1C(=O)N1CCOCC1	4.5	-7.0
Brc1cccc(/C=N\n2cnnc2)c1	0.9	6.8
N#Cc1ccccc1/C=N/Nc1nc(-c2ccccc2)c2cc(Br)ccc2n1	13.0	-5.1
O=C(c1ccncc1)N1CCN(S(=O)(=O)c2ccccc2Br)CC1	13.1	-7.4
O=C(N/N=C/c1cccnc1)c1[nH]ncc1Br	-1.7	4.6
CC1CCN(C2CC(=O)N(c3ccc(Br)cc3Br)C2=O)CC1 (stereo unspecified)	9.9	-3.0
O=C(COC(=O)CNC(=O)C1CCCCC1)Nc1ccc(Br)cc1Br	-6.2	-4.8

Additional compounds follow:
SMILES	TAG inh	TAG inh DAPI viability
CC(C)NC(=O)CC(=O)N/N=C\c1ccccc1C(=O)O	5.9	-11.3
CCN(CC(=O)NC1CCS(=O)(=O)C1)S(=O)(=O)c1ccc(Cl)c(C(F)(F)F)c1 (stereo unspecified)	4.0	-3.7
Cc1cc(C)n2nc(C(=O)OCC(=O)NNC(=O)c3ccccc3)nc2n1	9.3	-3.0
CCN(C(=O)c1cc2c(=O)[nH]c3ccc(C)cc3c2s1)c1ccc(OC)cc1	-0.3	-4.0
O=C(COc1ccccc1)NCC(c1ccco1)N1CCCCC1 (stereo unspecified)	2.5	-3.4
CCOc1ccccc1N1CCN(C(=O)C(F)(F)F)CC1	16.5	0.0
COc1ccc(/C=C/C(=O)c2ccc(NC(=O)c3cccs3)cc2)cc1OC	45.0	-8.5
O=C(CN(c1ccc(Cl)cc1)S(=O)(=O)c1ccccc1)N1CCN(c2ccccc2)CC1	-5.7	-1.2
CCOc1cc(CNc2ccc3c(c2)OCCO3)cc(Br)c1OCC	52.8*	-15.5*
C=CCNC(=S)Nc1c(N)n(C)c(=O)n(C)c1=O	-6.3	13.2
COc1cc(S(=O)(=O)N2CCN(C(=O)c3ccco3)CC2)c(OC)cc1C	5.8	-7.3
O=C(CSc1ncn[nH]1)Nc1ccc([N+](=O)[O-])cc1Br	8.4	-2.9
O=C(Cc1ccc(S(=O)(=O)N2CCOCC2)s1)NCC1CCCCC1	10.7	-1.2
Cc1ccc(NC(=O)c2cccnc2C(=O)Nc2ccc(C)cc2)cc1	-4.5	-10.1
CCOc1ccc(C(=O)Nc2ccc(Cc3ccncc3)cc2)cc1Br	-3.0	-0.5
O=C(NNc1ccccc1)C(=O)NNc1ccccc1	-7.5	-6.2
C=CCn1c(SCC(=O)Nc2c(C)n(C)n(-c3ccccc3)c2=O)nnc1-c1ccncc1	1.0	6.5
COc1ccc(CNC(=O)/C=C/c2ccc(OCCCF)cc2)cc1	55.6*	-1.9*
COc1ccc(C(=O)Nc2c(N)nc(SCC(=O)NCC3CCCO3)[nH]c2=O)cc1 (stereo unspecified)	6.1	-0.7
Cc1onc(-c2ccccc2)c1-c1nnc(COC(=O)c2ccc(F)cc2)o1	-6.0	5.8
CCc1ccc(C(=O)NNc2ccc(F)cc2F)cc1	-9.1	4.8
CCN1CCC(=NNC(=O)c2ccc(C)c([N+](=O)[O-])c2)CC1	23.9	-5.1
C[C@@H](C(=O)O)[C@H]1C[C@]1(C)[C@H](NC(=O)OCc1ccccc1)c1ccccc1	-22.9	7.4
O=C(CN1C(=O)C2C3C=CC(C3)C2C1=O)N1CCc2ccccc2C1 (stereo unspecified)	5.1	-14.4
Cc1cc(C(=O)NNc2ccc(C(C)C)cc2)n(C(C)(C)C)n1	-4.8	2.6
(continued)
SMILES	TAG inh	TAG inh DAPI viability
CCn1cc(S(=O)(=O)Nc2cc(F)ccc2C)cn1	1.9	-4.5
CCN1CCSc2ccc(C(=O)NCc3ccccc3F)cc21	5.2	21.0
CCCC(=O)Nc1c(-c2ccccc2)c(=O)c(C)nn1-c1ccc(C)cc1	13.1	6.8
O=C(COc1ccc(Cl)cc1Cl)OCn1nnc2ccccc2c1=O	-10.4	0.4
O=C1CSC(c2ccccc2)N1CC(O)c1ccc([N+](=O)[O-])cc1 (stereo unspecified)	9.4	-5.4
Cc1occc1-c1nnc(SCC(=O)NC2CC2)n1C	-11.0	2.6
CC1CCCC(NC(=O)COC(=O)c2n[nH]c3ccccc23)C1C (stereo unspecified)	1.9	-3.6
Cc1cc(F)ccc1C(O)c1ncc(-c2ccc(Cl)cc2)[nH]1 (stereo unspecified)	-19.7	6.9
CN1CCN(S(=O)(=O)c2cccc(C(=O)NCCOc3ccccc3)c2)CC1	11.7	13.6
CCCc1nc2ccc(NC(=O)c3cccs3)cc2c(=O)n1Cc1ccc(Cl)cc1	14.8	6.3
CC1(C(=O)NCc2ccccc2Br)CCN1C(=O)C1(c2ccc(Cl)cc2)CC1 (stereo unspecified)	5.4	-5.5
c1ccc(-c2nc(N3CCCC3)nc3ccccc23)cc1	-1.6	11.9
O=C(NCCCO)NC(=S)c1cccc2ccccc12	5.9	-2.7
O=C1SC(SCc2ccccc2)=N/C1=C\c1ccc(C(=O)O)cc1	17.7	-1.0
O=C(O)Cn1c(O)c(C=Nc2ccccc2)sc1=S	-1.8&15.0	-6.2&1.1
CCC1CCCCN1CCNC(=O)c1[nH]c(C)c(C(C)=O)c1C (stereo unspecified)	-3.8	-2.1
Cn1c(=O)c2c(ncn2CC(=O)OCC(=O)Nc2cc(Cl)ccc2C#N)n(C)c1=O	12.0	0.9

Bioassay records: PubChem, Sanford-Burnham Center for Chemical Genomics
